POLH inh = blocks human DNA polymerase eta activity; Q9Y253; Potency, µM (titrated, usually from 114 µM), inactives show top-dose activity change, negative = inhibition, hits mostly inhibitors; 390,000 compounds, 1.2% hits; recombinant Pol eta, fluorescent DNA replication assay; also: potency is read from the fitted curve at half-maximal effect; % is scaled to controls: 0 for no effect and ±100 for the full control effect
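Pol eta at 10 nM preincubated with compounds 15 min at room temperature; reaction started with fluorescent substrate (50 nM final) and read kinetically at 0 and 10 min.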
Pol iota inh = inhibitors of human DNA polymerase iota. Pol iota fluorescent replication assay, 10 min. Potency, µM (series often up to 115 µM), for the others: at the top dose activity, negative = inhibition, most hits filed as inhibitors. 390,000 compounds, 1% hits; also: potency is read from the fitted curve at half-maximal effect
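Pol iota at 10 nM preincubated 15 min with compounds at room temperature; reaction started with fluorescent substrate, 50 nM final. Fluorescence read kinetically at 0 and 10 min; buffer-only wells as negative control.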
LDHA block = blocks human lactate dehydrogenase A | activity change, % (values are at about 110 or 230 µM) | P00338 | AID 1347041 | purified LDHA, NADH/diaphorase-resazurin fluorescence; stronger effect = lower value | 480,000 compounds, 0.15% hits; in the data active = activity change below about -30%; inconclusive = mostly about -25% to -30%;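 also: plate controls were DMSO wells for no effect and wells without enzyme for full effect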
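Remaining NADH was detected by diaphorase (0.133 mg/mL) converting 37 µM resazurin to fluorescent resorufin, read at 0 and 20 minutes. The preceding 5-minute room-temperature reaction used 2 nM LDHA, 0.2 mM sodium pyruvate and 0.06 mM NADH at pH 7.4.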
Glioma ERSR ind = inducers of ER stress response in human glioma cells; U87-MG GRP78 promoter luciferase reporter, 16 h; Potency, µM, without a hit: top-dose activation, hits mostly activators; 420,000 compounds, 0.02% hits; AID 602332; also: potency is read from the fitted curve at half-maximal effect; series mostly up to about 76 µM; % of control where 0% means no effect; nearly all actives have a fitted effect of over 35% in size
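ERSR induction read as luciferase luminescence (Bright-Glo, 10 min at room temperature) in stably transfected human U87-MG glioma cells exposed to compounds for 16 h, using GRP78 as sensor.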
Pol beta inh = DNA polymerase beta (human) inhibition. P06746. Pol beta primer extension/strand displacement, fluorescence kinetic. Potency, µM (series often up to 114 µM), inactives show top-dose activity change, negative = inhibition, most hits filed as inhibitors. 340,000 compounds, 1.3% hits. AID 485314; also: potency is read from the fitted curve at half-maximal effect; % is scaled to controls: 0 for no effect and ±100 for the full control effect
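Homogeneous kinetic assay of primer extension and strand displacement by 10 nM Pol beta, preincubated 15 min at room temperature with compound before 50 nM substrate (final) was added. Read at 0 and 10 min; four-parameter Hill fit.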
APEX1 inh = inhibitors of human APE1 endonuclease | Potency, µM (titrated, usually from 65.8 µM), for the others: top-dose activity change, negative = inhibition, actives largely listed as inhibitors | 350,000 compounds, 0.35% hits | P27695 | recombinant APE1, TAMRA/BHQ-2 abasic DNA cleavage fluorescence;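 also: potency is read from the fitted curve at half-maximal effect; plate controls were vehicle for no effect and reference inhibitor for full effect; nearly all actives have a fitted effect of over 55% in size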
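Readout is kinetic fluorescence (ex 525, em 598 nm) from cleavage of 50 nM TAMRA/BHQ-2 THF abasic duplex by 0.75 nM APE1, compound added 15 min beforehand at RT.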
Pol kappa inh = inhibitors of human DNA polymerase kappa | AID 588579 | Q9UBT6 | purified Pol kappa, fluorescent DNA synthesis assay, 10 min | Potency, µM (highest dose often 107 µM), inactives show at the highest dose activity, negative = inhibition, hits mostly inhibitors | 400,000 compounds, 0.53% hits; also: potency is read from the fitted curve at half-maximal effect; % is scaled to controls: 0 for no effect and ±100 for the full control effect
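Kinetic fluorescence screen: compound preincubated 15 min RT with 10 nM enzyme; 50 nM substrate (final) initiates; reads at 0/10 min.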
Apoferritin bind = binds horse apoferritin like a general anesthetic; AID 485281; P02791; Potency, µM (series often up to 77.5 µM), for the others: at the highest dose activity change, negative = displacement, usual class: inhibitors; 350,000 compounds, 0.074% hits; apoferritin/1-aminoanthracene competitive binding, fluorescence; also: potency is read from the fitted curve at half-maximal effect; % is scaled to controls: 0 for no effect and ±100 for the full control effect; nearly all actives have a fitted effect of over 20% in size
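Read-out: endpoint 1-AMA fluorescence, excitation 380 nm and emission 535 nm, after compounds sit 10 min at room temperature with 10 uM horse-spleen apoferritin in 50% saturated 1-AMA/PBS. Values come from four-parameter Hill fits.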
BLM helicase inh = Bloom syndrome helicase (human) inhibition; Potency, µM (highest dose often 56.1 µM), for the others: at the top dose activity change, negative = inhibition, most hits filed as inhibitors; 350,000 compounds, 0.2% hits; recombinant BLM DNA unwinding, fluorescence dequenching; P54132;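 also: potency is read from the fitted curve at half-maximal effect; plate controls were vehicle for no effect and no enzyme for full effect; nearly all actives have a fitted effect of over 35% in size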
Target sequence (P54132 whole entry, looked up): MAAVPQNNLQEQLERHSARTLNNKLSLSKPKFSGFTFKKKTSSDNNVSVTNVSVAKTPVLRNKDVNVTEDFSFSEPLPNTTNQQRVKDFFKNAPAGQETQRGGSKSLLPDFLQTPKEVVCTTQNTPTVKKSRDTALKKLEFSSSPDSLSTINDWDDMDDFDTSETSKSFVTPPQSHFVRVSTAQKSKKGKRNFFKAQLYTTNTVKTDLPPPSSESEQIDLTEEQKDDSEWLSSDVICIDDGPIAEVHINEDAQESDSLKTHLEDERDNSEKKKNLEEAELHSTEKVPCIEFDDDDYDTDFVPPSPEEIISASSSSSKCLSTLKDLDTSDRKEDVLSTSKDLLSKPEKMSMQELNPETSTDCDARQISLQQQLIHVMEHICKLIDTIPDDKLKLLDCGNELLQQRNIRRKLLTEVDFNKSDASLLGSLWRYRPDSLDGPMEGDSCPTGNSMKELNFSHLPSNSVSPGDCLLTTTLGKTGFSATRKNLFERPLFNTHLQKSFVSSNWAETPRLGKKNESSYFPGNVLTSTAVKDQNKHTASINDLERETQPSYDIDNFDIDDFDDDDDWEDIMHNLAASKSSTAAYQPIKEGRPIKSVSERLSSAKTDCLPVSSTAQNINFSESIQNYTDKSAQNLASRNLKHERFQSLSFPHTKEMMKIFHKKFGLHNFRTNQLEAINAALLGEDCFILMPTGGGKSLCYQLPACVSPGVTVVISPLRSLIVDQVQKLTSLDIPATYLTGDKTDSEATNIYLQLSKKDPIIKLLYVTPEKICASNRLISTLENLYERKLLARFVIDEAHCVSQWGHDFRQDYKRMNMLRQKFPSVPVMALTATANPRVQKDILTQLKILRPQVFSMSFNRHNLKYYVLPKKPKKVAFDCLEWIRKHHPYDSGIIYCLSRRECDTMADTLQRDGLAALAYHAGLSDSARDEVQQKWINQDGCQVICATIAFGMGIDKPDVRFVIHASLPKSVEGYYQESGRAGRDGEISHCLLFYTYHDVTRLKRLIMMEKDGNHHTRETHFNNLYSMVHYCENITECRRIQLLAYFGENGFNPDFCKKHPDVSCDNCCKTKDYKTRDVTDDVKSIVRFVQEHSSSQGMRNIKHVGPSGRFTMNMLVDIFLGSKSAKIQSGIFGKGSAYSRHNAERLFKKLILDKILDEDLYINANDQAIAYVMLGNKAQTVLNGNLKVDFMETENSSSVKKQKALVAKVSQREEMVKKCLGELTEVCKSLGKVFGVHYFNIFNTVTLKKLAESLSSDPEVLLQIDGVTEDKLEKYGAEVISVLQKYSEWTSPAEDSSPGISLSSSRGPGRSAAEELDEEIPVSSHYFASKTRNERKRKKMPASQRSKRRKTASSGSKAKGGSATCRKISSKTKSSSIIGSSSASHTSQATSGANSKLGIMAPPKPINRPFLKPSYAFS
The depositor's hits bear a star; ? = inconclusive; / = no result given; [ ] = remark or other dose. Unless noted, calls follow the shape of the dose curve; as a rule, active = well fitted curve in the direction sought with a large enough effect; inconclusive = small, poorly fitted or top-dose-only effect, or another doubt; inactive = no such curve, though single readings can be large; an effect the other way counts as inactive or inconclusive. A portion of the library; rates above refer to the full screens.

POLH inh	Pol iota inh	LDHA block	Glioma ERSR ind	Pol beta inh	APEX1 inh	Pol kappa inh	Apoferritin bind	BLM helicase inh	compound
-26.7%	-1.4%	-1.5	-1.3%	/	-0.5%	-1.1%	/	/	CCc1cc(Cn2nc(-c3ccccc3)cc2C(=O)NCc2cccc(Br)c2)on1
-26.3%	22.7%	-3.4	-4.7%	10.3%	-5.6%	-3.5%	?	-11.1%	O=C(NCCC(=O)N1CCCC(C(F)(F)F)C1)c1ccccc1Cl (centres undefined)
2.9%	1.6%	1.0	0.5%	1.9%	-0.1%	-13.9%	-18.2%	-2.6%	COCCOC(=O)C1=C(C)NC(=O)NC1c1ccc(OC(=O)c2ccco2)c(OC)c1 (centres undefined)
-4.2%	2.2%	-2.7	1.5%	?	/	-15.7%	-5.1%	-3.5%	CCc1ccc2oc(C(=O)Nc3cc(C)ccc3C)cc(=O)c2c1
-13.2%	19.1%	-0.9	-2.1%	13.3%	-6.2%	1.0%	-2.3%	5.6%	Cc1ccc(-c2nc(CS(=O)(=O)CC(=O)NCCCN3CCN(C)CC3)c(C)o2)cc1
-18.8%	19.7%	-2.6	-5.4%	-0.7%	?	-0.6%	-7.9%	-0.9%	Cc1ccc(CNC(=O)CNS(=O)(=O)c2ccc3nc(C)sc3c2)cc1
-4.0%	5.1%	-6.3	3.1%	12.9%	0.9%	-17.9%	7.3%	-0.7%	O=C(Nc1ccc(S(=O)(=O)N2CCCC2)cc1)c1cc(=O)c2ccccc2o1
-7.6%	-12.4%	3.2	-3.3%	16.2%	0.6%	-5.8%	-13.1%	-0.5%	CCOC(=O)C(=CNc1cc(C)nn1-c1ccccc1)C(=O)OCC
-8.1%	66.3%[activator]	-5.0	-3.4%	8.9%	-8.0%	8.5%	5.3%	0.0%	CCn1c(COc2ccc(=O)n(-c3ccccc3)n2)nnc1SC
-2.8%	-18.4%	0.7	-2.5%	-23.9%	24.9%	1.6%	-10.4%	1.1%	O=C(c1ccc(CS(=O)Cc2ccc(Cl)cc2)o1)N1CCN(c2ccccn2)CC1 (centres undefined)
-9.8%	27.6%	0.9	-1.4%	28.0%	35.5%[activator]	1.4%	-3.3%	4.1%	CCOCCCNC(=S)Nc1ccc2nc(N3CCN(CC)CC3)cc(C)c2c1
-4.2%	20.3%	-3.3	-1.7%	9.1%	/	-1.1%	-9.8%	-1.9%	CCOCCCNC(=O)CN1C(=O)c2cccnc2Sc2ccccc21
-0.2%	?	-3.8	-2.0%	16.9%	14.3%	7.0%	0.3%	-10.8%	Cn1nc(C(F)(F)F)cc1-c1ccc(/C=C(\C#N)C(=O)c2ccccc2)s1
-3.6%	-0.7%	-3.7	-0.3%	5.7%	-17.5%	-13.2%	?	0.1%	O=C(Nc1ccc(Oc2cccnc2)cc1)C1CCN(Cc2ccc(F)cc2)CC1
-4.9%	30.7%	6.8	1.8%	4.1%	0.3%	1.4%	-6.3%	-6.3%	Cc1ccc(/C=C/C(=O)N2CC(=O)Nc3ccccc32)o1
-11.9%	?	2.4	-0.6%	/	-26.5%	2.1%	/	/	CN(C)S(=O)(=O)c1cc(C(=O)Nc2ccccc2C(=O)NC2CC2)ccc1Cl
-6.4%	21.0%	-1.3	3.1%	13.6%	-0.4%	-17.2%	2.3%	-2.6%	Cc1ccsc1C(=O)Nc1ccc(F)c([N+](=O)[O-])c1
-13.4%	1.1%	-8.7	4.0%	0.0%	2.1%	-11.1%	-11.5%	-8.1%	Cc1cc(N2CCC(C)CC2)nc(-n2nc(C)cc2C)n1
-14.9%	22.5%	0.1	-1.9%	-17.0%	-4.4%	4.2%	-13.4%	-1.9%	Nc1cc(-c2ccccc2)nn1Cc1ccccc1
-9.5%	17.8%	-8.3	-3.2%	0.7%	14.3%	-9.6%	-6.0%	-4.7%	CN(C)S(=O)(=O)c1ccc(C(=O)NCc2nnc(SCC(=O)N3CCCC3)o2)cc1

Overlap with the part before: three compounds, then new ones.
POLH inh	Pol iota inh	LDHA block	Glioma ERSR ind	Pol beta inh	APEX1 inh	Pol kappa inh	Apoferritin bind	BLM helicase inh	compound
-13.4%	1.1%	-8.7	4.0%	0.0%	2.1%	-11.1%	-11.5%	-8.1%	Cc1cc(N2CCC(C)CC2)nc(-n2nc(C)cc2C)n1
-14.9%	22.5%	0.1	-1.9%	-17.0%	-4.4%	4.2%	-13.4%	-1.9%	Nc1cc(-c2ccccc2)nn1Cc1ccccc1
-9.5%	17.8%	-8.3	-3.2%	0.7%	14.3%	-9.6%	-6.0%	-4.7%	CN(C)S(=O)(=O)c1ccc(C(=O)NCc2nnc(SCC(=O)N3CCCC3)o2)cc1
-15.6%	0.4%	-1.6	-3.4%	0.2%	/	-4.0%[60.1 µM]	?	-10.5%	Cc1cccc(-c2nc(C)c(CCNC(=O)C(=O)Nc3ccccc3C#N)s2)c1
-3.5%	11.7%	-2.8	-1.3%	-7.7%	?	-6.8%	-11.5%	-8.4%	CCOC(=O)Cc1csc(NC(=O)c2c(-c3c(Cl)cccc3Cl)noc2C)n1
-21.5%	15.0%	2.1	-3.2%	/	34.4%	11.9%	/	/	O=C(Nc1cccc(S(=O)(=O)N2CCOCC2)c1)c1ccccc1[N+](=O)[O-]
-0.1%	7.0%	-8.9	-1.9%	-0.3%	-3.4%	3.8%	-11.7%	-0.7%	O=C(N/N=C\c1ccc(COc2ccc([N+](=O)[O-])cc2)o1)c1ccc(Cl)cc1
/	/	/	/	29.0%	12.3%	/	61.2%[activator]	-4.5%	O=C(O)c1cc(-c2c[nH]c3ccccc23)nc2cc3ccccc3cc12
-8.8%	12.1%	-3.8	0.5%	1.4%	/	5.4%	38.3%[activator]	-10.5%	COc1cccc(CNC(=O)Cn2ncn3nc(-c4cccs4)cc3c2=O)c1OC
-6.6%	2.1%	-6.9	-0.3%	-16.3%	8.5%	-4.8%	-6.1%	-0.4%	CC(C)CNC(=O)C1CCCN(C(=O)NCc2ccccc2)C1 (centres undefined)
-19.8%	48.3%[activator]	-3.2	-4.2%	/	1.4%	-1.9%	/	/	CC1(C)Cc2cccc(OCC(=O)NCc3ccccc3F)c2O1
-9.1%	?	?	-15.4%	1.4%	-4.8%	-13.1%	?	-0.6%	O=c1c2ccccc2sn1-c1ccccc1
4.9%	-4.9%	-1.8	-1.4%	43.6%	-1.3%	1.2%	8.0%	-12.8%	O=C(COc1cccc(-n2cnnn2)c1)Nc1ccccc1
-8.7%	2.1%	-1.5	-0.6%	-1.3%	-4.1%	4.5%	-9.6%	0.2%	COC(=O)c1ccc(CN2CCC(CO)(Cc3cccc(OC)c3)CC2)cc1
-3.7%	?	0.3	-3.1%	19.9%	/	-6.1%	4.8%	-7.6%	Fc1ccc(-c2csc(=Nc3cccc(C(F)(F)F)c3)n2Cc2ccc3c(c2)OCO3)cc1
8.2%	-14.3%	-1.2	-2.1%	-9.5%	-2.9%	-24.0%	-1.7%	-0.5%	CC(=O)c1c(C)[nH]c(C(=O)O)c1C
0.5%	11.2%	-15.8	0.8%	4.6%	-2.7%	-8.2%	-5.5%	1.4%	CCOC(=O)c1cn(CC(=O)Nc2ccc(C)cc2)nn1
-1.0%	159.5%[activator]	-14.6	0.7%	12.1%	-0.8%	-10.9%	-19.5%	-4.0%	S=C1CSc2ccccc2N1
-18.0%	27.5%	3.3	-3.1%	0.3%	/	-4.4%	-8.7%	-10.0%	Cc1ccsc1CCN1C(=O)N(c2ccccc2)C(=O)C1CC(=O)Nc1ccc(F)cc1 (centres undefined)
2.0%	29.2%	-4.5	-4.0%	3.6%	0.1%	-6.8%	?	-1.8%	CN(c1ccc([N+](=O)[O-])cc1C(N)=O)C1CCCCC1
-8.2%	-1.8%	-3.7	-3.6%	2.2%	22.9%	-6.5%	-3.8%	-0.5%	C[C@@H](C(=O)NCc1ccccc1)N1C(=O)C2CC=CCC2C1=O (some centres undefined)
-12.9%	20.0%	-3.3	-1.3%	-9.2%	2.9%	9.0%	-5.2%	1.2%	CCN1CCCC1CNC(=O)CN1C(=O)COc2ccc(C)cc21 (centres undefined)
?	171.7%[activator]	0.0	-1.9%	42.2%[activator]	-4.4%	-8.8%	-2.1%	-2.1%	COc1cc(S(=O)(=O)N2CCN(c3ccccc3)CC2)ccc1F

The results go on.
POLH inh	Pol iota inh	LDHA block	Glioma ERSR ind	Pol beta inh	APEX1 inh	Pol kappa inh	Apoferritin bind	BLM helicase inh	compound
-16.6%	-0.1%	-1.1	0.7%	7.8%	0.6%	-9.2%	-8.9%	1.7%	O=C(CNC(=O)c1ccccc1)Nc1cccc(C(F)(F)F)c1
-6.1%	26.4%	-0.6	-12.4%	31.3%	-20.8%	5.9%	-9.2%	-0.7%	O=C(Nc1ccc(NC(=O)c2ccccc2F)cn1)c1ccco1
-13.8%	21.2%	-8.8	-4.6%	-1.7%	21.9%	-1.3%	2.1%	-4.3%	COc1ccc(N(C(=O)c2snc(C(N)=O)c2N)C(C(=O)NCc2ccccc2)c2ccc(O)cc2)cc1 (centres undefined)
-23.7%	-19.7%	-0.7	-1.6%	-1.0%	35.8%	0.4%	-23.4%	4.1%	CN(Cc1ccccc1)CC(O)COc1ccc(CNCc2cc3ccccc3s2)cc1 (centres undefined)
-5.8%	?	-3.3	-2.2%	0.3%	14.6%	-0.5%	-7.3%	1.9%	Cc1sc2ccccc2[n+]1CC(=O)O
-11.5%	-4.3%	-4.8	-5.3%	-14.5%	-1.4%	-12.0%	-11.0%	-2.2%	CCCCC(c1nnnn1C1CCCC1)N1CCN(C(=O)c2ccco2)CC1 (centres undefined)
-6.0%	-14.1%	-6.0	-0.6%	1.5%	/	-20.5%	-15.6%	-8.7%	COc1ccc(NC(=O)/C(C#N)=C/c2cc(C)n(-c3ccc(F)cc3)c2C)cc1
